# Screening results (PubChem)
# TRPC6 act: mouse TRPC6 channel activation. Q61143. HEK293-TRPC6 membrane potential dye fluorescence; active compounds read high. B-score at 10 µM. 0.13% of 310,000 active. AID 2550;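 active means B-score of the integrated fluorescence ratio above library mean plus 3 SD, and starting fluorescence ratio within library mean plus 5 SD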;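 further: higher score means more depolarization so channel activation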
# KLF5 inh: suppresses KLF5 promoter-driven expression; DLD-1 KLF5 promoter-luciferase reporter, luminescence; inhibition, % at 5 µM; 0.23% of 290,000 active;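 active means inhibition above a per-plate limit of that plate's mean compound inhibition plus 3 SD, cut at about 60% in these data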;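 further: 0% = DMSO wells and 100% = LY294002 at 200 µM; higher means less KLF5 promoter-driven luciferase light; inactives centre near -14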
# aSyn UTR inh: 5' untranslated region of α-synuclein, MLPCN primary screen | alpha-synuclein 5'UTR reporter, inhibitor activity | inhibition, % (tested at 7.5 µM) | 0.82% of 300,000 active | AID 1813; in the data active means inhibition above about 60%;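 further: H4 neuroglioblastoma cells stably carrying SNCA 5'UTR luciferase fusion; 0% = DMSO wells and 100% = positive control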
# HIF activator: HIF pathway transcriptional activation | activation, % at 7.5 µM (by protocol) | 0.32% of 300,000 active | AID 1910 | U2OS HRE-luciferase reporter, luminescence; normalized: DMSO 0%, desferrioxamine 100%;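 active means mean activation of at least 10% of the iron chelator positive control signal, with at least half of replicates also reaching 10%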
# TRPC6 inh: mouse TRPC6 channel inhibition; HEK293-TRPC6, membrane potential dye, ACh-evoked depolarization; active compounds read low; B-score at 10 µM; 1.1% of 310,000 active; AID 2553;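 active means B-score under library mean minus 3 SD, initial fluorescence not abnormally high, positive integrated signal ratio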;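 further: B-score derived from integrated fluorescence ratio over the kinetic read; more negative B-score means stronger inhibition of depolarization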
# TRPC4 agonist: TRPC4 (mouse) channel activation. Q9QUQ5. HEK293 TRPC4beta/mu-opioid, Fluo4 calcium fluorescence; active compounds read high. B-score at 10 µM. 0.49% of 310,000 active. AID 2237;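 active means B-score above 5 SD of library B-scores, and initial fluorescence ratio not above library mean plus 5 SD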;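 further: positive B-score marks a calcium rise read as TRPC4 activation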
#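 Assay system: HEK293 stable line with TRPC4beta plus mu-opioid receptor. Times: dye 45 min RT, read 110 s. Measured by: kinetic Fluo4 calcium fluorescence. Measure: B score of integrated ratio. Controls: assay buffer as low control, maximal DAMGO as high control.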
# TRPC4 potent: allosterically enhances the mouse TRPC4 cation channel; Q9QUQ5; HEK293 TRPC4beta/mu-opioid, DAMGO EC20, Fluo-4 Ca2+ flux; active compounds read high; B-score at 10 µM; 0.42% of 310,000 active; AID 2227;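 active means B-score of calcium response area above 5 SD of library B-scores, with initial fluorescence ratio within 5 SD of library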;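 further: B-score of integrated fluorescence ratio over time as area under calcium response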
# IEC-6 cytotox: IEC-6 cytotoxicity, counter-screen for KLF5 inhibitors; luminescence viability; inhibition, % at 5 µM; 0.78% of 290,000 active; AID 1825; in the data active means inhibition above about 22%;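 further: 0% = plate median of test compound wells and 100% = cytotoxic reference compound wells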
# SKKanGAS inh: inhibitors of SKKanGAS S. pyogenes growth in kanamycin (SK-promoter or general growth effect) | inhibition, % at 7.5 µM | BacTiter-Glo, 6 h | 1.3% of 300,000 active;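 active means mean replicate score, as percent of positive control median, at least 50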;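 further: strain carries kanamycin resistance gene driven by streptokinase promoter and grows in 40 µg/ml kanamycin; loss of luminescence reflects streptokinase promoter inhibition or plain growth inhibition; 0% = median of DMSO wells and 100% = positive control at its reference dose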
# MrgX1 antagonist: human MrgX1 receptor antagonism, primary screen; B-score at 10 µM; AID 588676; MRGX1-HEK293 calcium flux, Fluo-4, BAM8-22 antagonism; active compounds read low; 1.3% of 310,000 active;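 active means calcium-response B-score plate-corrected more than 3 library SD below zero, starting fluorescence within 5 deviations, no agonist response on first addition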;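 further: peak minus trough fluorescence over baseline after final BAM8-22 challenge near maximal dose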
# Target sequence (Q96LB2 whole entry, looked up): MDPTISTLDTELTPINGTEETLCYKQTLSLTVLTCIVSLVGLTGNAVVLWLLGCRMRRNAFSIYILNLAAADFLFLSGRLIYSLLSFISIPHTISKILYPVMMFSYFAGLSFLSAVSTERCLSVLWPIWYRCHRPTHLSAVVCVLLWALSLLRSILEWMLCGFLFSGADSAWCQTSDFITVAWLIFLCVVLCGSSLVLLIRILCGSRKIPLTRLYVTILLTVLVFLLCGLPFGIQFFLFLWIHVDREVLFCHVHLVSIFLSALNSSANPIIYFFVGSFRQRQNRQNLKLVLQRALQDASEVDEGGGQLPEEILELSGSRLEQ
# TRPC4 inh: TRPC4 (mouse) channel inhibition. Q9QUQ5. HEK293 TRPC4beta/mu-opioid, DAMGO-evoked Fluo4 calcium flux; active compounds read low. B-score at 10 µM. 0.39% of 300,000 active;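 active means B-score over 3 SD under the library average, no early fluorescence shift, positive overall ratio signal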
#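 System: stable TRPC4beta/mu-opioid receptor HEK293 cells; Dosing: single-point compound dosing; Measured by: Fluo4 Ca2+ flux fluorescence; Read-out basis: per-well B score of integrated baseline-normalized Fluo4 ratio.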
# Starred values were filed as active, the others as inactive; i = inactive; · = no result given. Random draw from the library. Share with any hit: about 5.8%.
SMILES,TRPC6 act,KLF5 inh,aSyn UTR inh,HIF activator,TRPC6 inh,TRPC4 agonist,TRPC4 potent,IEC-6 cytotox,SKKanGAS inh,MrgX1 antagonist,TRPC4 inh
CN1CCN(C(CNC(=O)c2ccc(Br)o2)c2ccc(F)cc2)CC1 (stereo unspecified),i,·,8,0.3,i,i,i,·,-5,i,i
CC(NC(=O)c1ccc(Br)o1)c1ccccc1 (stereo unspecified),i,-7,-4,-0.7,i,i,i,-6,7,i,i
CC1CCC(NC(=O)c2ccc3c(c2)S(=O)(=O)c2ccccc2C3=O)CC1 (stereo unspecified),i,·,-40,0.8,i,i,i,·,4,i,i
CCCCCn1c(=N)c(S(=O)(=O)c2ccc(Cl)cc2)cc2c(=O)n3cccc(C)c3nc21,i,-14,1,0.5,i,i,i,3,14,i,i
CCOC(=O)c1c(NC(=O)C2CCCO2)sc(C(N)=O)c1C (stereo unspecified),i,-29,19,-0.4,i,i,i,8,2,i,i
O=S(=O)(c1cnccc1N1CCN(/N=C/c2ccccc2)CC1)N1CCCCC1,i,-6,16,-0.4,i,i,i,-7,1,i,i
CCS(=O)(=O)N1CCC2(CC1)OCCN2S(=O)(=O)c1ccc(OC)cc1,i,·,-3,2.1,i,i,i,·,2,·,i
CCOC(=O)c1cc(C)sc1NC(=O)CSC1=NCCS1,i,-26,5,-0.4,i,i,i,1,-10,i,i
COc1ccc2ccccc2c1CNC(=O)CC1C(=O)NCCN1CC(C)(C)C (stereo unspecified),i,7,8,0.7,i,i,i,-6,3,i,i
Cc1ccc(N2C(=O)CCC2=O)c(C)c1,i,·,0,-0.2,i,i,i,·,6,i,i
CC(C)c1ccc(NC(=O)C2CC(=O)Nc3nc4ccccc4n32)cc1 (stereo unspecified),i,-9,-9,-0.3,i,i,i,-2,-6,i,i
CCCc1nc2ccccc2n1CCOc1ccccc1,i,-13,4,-0.5,i,i,i,4,12,i,-6*
CC(C)(C)OC(=O)NCCc1nnc(SCc2c(Cl)cccc2Cl)o1,i,-11,-3,-0.1,i,i,i,8,2,i,i
CC(C)CCNC(=O)C1CCC(CNc2c(N3CCCC3)c(=O)c2=O)CC1 (stereo unspecified),i,-2,-6,0.1,i,i,i,6,0,i,i
CC(=O)c1cccc(NC(=S)NC(=O)c2cccc(C)c2)c1,i,-76,-145,3.8,i,i,i,-6,-11,i,i
Cc1ccccc1/C=C\c1nc2ccccc2c(=O)[nH]1,i,-114,-142,5.7,i,i,i,10,-2,i,i
O=C(NCc1ccccc1)C1c2ccccc2Oc2ccccc21,i,-13,-24,-1.0,i,i,i,0,3,i,i
NC(=O)c1ccc(C(=O)N/N=C/c2cccc(Oc3ccccc3)c2)cc1,i,-20,-1,0.7,i,i,i,1,10,i,i
CCc1ccc(NC(=O)CN2C(=O)C(=O)N(Cc3ccccc3)C2=O)cc1,i,-40,-15,-0.8,i,i,i,0,2,i,i
Cc1ccc(S(=O)(=O)Nc2nc3ccccc3nc2NCC2CCCO2)cc1C (stereo unspecified),i,12,18,-0.6,i,i,i,2,4,i,i
Cn1c(=NC(=O)CS(=O)(=O)c2ccccc2)sc2ccccc21,i,·,-76,2.3,i,i,i,·,-9,i,i
C=CCNC(=O)NC(=O)CN1C(=O)NC(c2ccccc2)(c2ccccc2)C1=O,i,1,10,-0.3,i,i,i,5,6,i,i
CCN(CC(=O)Nc1ccc(OC)cc1)C(=O)c1cc(-c2cccs2)nn1-c1ccccc1,i,·,13,-0.6,i,i,i,·,3,i,i
O=C(CSc1ncnc2c1oc1ccccc12)NCC1CCCO1 (stereo unspecified),i,-19,-9,0.6,i,i,i,-5,0,i,i
COc1ccc(-c2nc3ccccc3o2)cc1NC(=O)c1ccc(Br)o1,i,-17,-27,0.2,i,i,i,0,-11,i,i

# Retrieved by compound from the entries so far (six):
SMILES,TRPC6 act,KLF5 inh,aSyn UTR inh,HIF activator,TRPC6 inh,TRPC4 agonist,TRPC4 potent,IEC-6 cytotox,SKKanGAS inh,MrgX1 antagonist,TRPC4 inh
Cc1ccc(S(=O)(=O)Nc2nc3ccccc3nc2NCC2CCCO2)cc1C (stereo unspecified),i,12,18,-0.6,i,i,i,2,4,i,i
CCOC(=O)c1cc(C)sc1NC(=O)CSC1=NCCS1,i,-26,5,-0.4,i,i,i,1,-10,i,i
O=C(NCc1ccccc1)C1c2ccccc2Oc2ccccc21,i,-13,-24,-1.0,i,i,i,0,3,i,i
CC(=O)c1cccc(NC(=S)NC(=O)c2cccc(C)c2)c1,i,-76,-145,3.8,i,i,i,-6,-11,i,i
CCOC(=O)c1c(NC(=O)C2CCCO2)sc(C(N)=O)c1C (stereo unspecified),i,-29,19,-0.4,i,i,i,8,2,i,i
NC(=O)c1ccc(C(=O)N/N=C/c2cccc(Oc3ccccc3)c2)cc1,i,-20,-1,0.7,i,i,i,1,10,i,i

# (listing goes on)
SMILES,TRPC6 act,KLF5 inh,aSyn UTR inh,HIF activator,TRPC6 inh,TRPC4 agonist,TRPC4 potent,IEC-6 cytotox,SKKanGAS inh,MrgX1 antagonist,TRPC4 inh
CCOC(=O)C1CCN(C(=O)c2cn(CCOC)c(=O)c3c2c2ccccc2n3C)CC1,i,-7,26,-0.1,i,i,i,0,4,i,i
CC(=O)c1ccn(S(=O)(=O)c2ccc(Cl)cc2)c1,i,-41,0,-0.6,i,i,i,3,4,i,i
O=C(Nn1c(=O)[nH]c2ccsc2c1=O)c1ccccc1,i,-31,-12,-0.1,i,i,i,11,12,i,i
COc1ccc(C(=O)Nc2cccc(OC)c2)cc1,i,-128,4,-0.1,i,i,i,1,·,i,i
O=C(Nc1ccc(F)cc1)c1cccnc1Oc1ccccc1,i,-24,22,-0.3,i,i,i,5,-6,i,i
COc1ccc(C(=O)NC2CCN(C(=S)Nc3cccc(C)c3)CC2)cc1,i,30,-6,0.0,i,i,i,12,-5,i,i
Cc1csc(C(C#N)C(=O)c2ccncc2)n1 (stereo unspecified),i,4,-13,0.0,i,i,i,-4,4,i,i
CCN(CC)C(=O)C1CCN(Cc2ccc(Br)cc2)CC1,i,-12,0,-0.8,i,i,i,6,10,i,i
O=C(CC1(O)C(=O)Nc2cc(Cl)cc(Cl)c21)c1ccncc1 (stereo unspecified),i,-19,-38,-0.4,i,i,i,-3,2,i,i
O=C(NCc1ccccn1)C(=O)NCC1OCCN1S(=O)(=O)c1ccc(F)cc1 (stereo unspecified),i,-6,10,0.1,i,i,i,-5,0,i,i
O=C(CCN1C(=O)C2C3CCC(C3)C2C1=O)OCC(=O)c1ccccc1 (stereo unspecified),i,-34,4,-0.5,i,i,i,0,-2,i,i
CCOc1ccccc1OCC(=O)Nc1cccc(S(=O)(=O)N2CCCCCC2)c1,i,·,5,-49,i,i,i,·,18,i,i
CCOC(=O)CN1C(=O)N[C@@H](c2cccc(C(F)(F)F)c2)[C@@H](C(=O)OC)[C@H]1C,i,·,7,-2.9,i,i,i,·,7,-6.1*,i
C[C@H](NC(=O)c1ccccc1)C(=O)N1CCC2(CC1)NCCc1[nH]cnc12,i,-29,10,-0.1,i,i,i,-3,-7,i,i
O=C(NCc1ccccn1)C(=O)NCC1OCCN1C(=O)c1ccc(Cl)cc1 (stereo unspecified),i,-14,9,-0.5,i,i,i,6,1,i,i
O=C(Nn1c(-c2ccncc2)nc2ccccc2c1=O)c1ccc([N+](=O)[O-])cc1Cl,i,-16,-3,0.3,i,i,i,-1,-6,i,i
O=C(c1cc(-c2ccc(Cl)cc2)on1)N1CCOCC1,i,-161,2,-0.2,i,i,i,-1,-6,i,·
Cc1ccccc1SCc1noc(C(=O)NC(C)C)c1C(=O)O,i,-40,3,0.0,i,i,i,1,9,i,i
CCN(CC)C(=O)Cn1c(=O)n(CCCCCC(=O)Nc2ccccc2)c(=O)c2sccc21,i,-31,7,0.9,i,i,i,0,-2,i,i
O=C1CSC(c2ccccc2)N1c1ccc(F)cc1F (stereo unspecified),i,11,10,-0.2,i,i,i,-5,-2,i,i
COC(C/C=C/C(=O)[C@@H](C)OCc1ccccc1)OC,i,·,-12,1.6,i,i,i,·,-3,i,i
CC1CN(C(=O)c2c([N+](=O)[O-])cnn2C)CC(C)O1 (stereo unspecified),i,-18,-12,-0.1,i,i,i,6,-4,i,·
CCC(=O)Nc1ccc(NC(=O)c2ccccc2Cl)nc1,i,-33,-52,1.7,i,i,i,-1,-1,i,i
O=C(COc1ccc(S(=O)(=O)N2CCCCC2)cc1)NCc1cccnc1,i,-30,7,0.0,i,i,i,-3,2,i,i
COc1ccc(N2Cc3ccc(C(=O)N/N=C\c4ccc(O)cc4O)cc3C2)cc1,i,-4,-32,5.0,i,i,i,-6,8,i,i
# (next part)
SMILES,TRPC6 act,KLF5 inh,aSyn UTR inh,HIF activator,TRPC6 inh,TRPC4 agonist,TRPC4 potent,IEC-6 cytotox,SKKanGAS inh,MrgX1 antagonist,TRPC4 inh
CC(=O)c1sc(NC(=O)c2ccc(Cl)cc2)nc1C,i,-45,-108,-0.1,i,i,i,0,6,i,i
Cc1cccc(C)c1NC(=O)CN(C)c1ccc(C(F)(F)F)cn1,i,-4,-8,-0.2,i,i,i,-5,6,i,i
O=C(NCC1CCCO1)c1ccc(NC(=O)c2ccc(Br)cc2)cc1 (stereo unspecified),i,·,-11,0.0,i,i,i,·,-1,i,i
Cc1ccc(OCCCC(=O)Nc2ccc(N3CCOCC3)cc2)c(C)c1,i,-6,6,-0.3,i,i,i,-1,-7,i,i
COCCn1c(-c2ccc(OC)cc2)c(-c2ccc(OC)cc2)oc1=O,i,-6,-26,-3.8,i,i,i,10,-5,i,i
CC1=C(C)CC(C(=O)NCc2ccccc2F)C(C(=O)O)C1 (stereo unspecified),i,-47,3,-0.9,i,i,i,-4,2,i,i
Cc1cccc(OCC(=O)Nc2ccc3oc(=O)ccc3c2)c1,i,-20,-46,0.6,i,i,i,-4,0,i,i
CSC(C(=O)c1cc2ccccc2o1)c1ccccc1 (stereo unspecified),i,·,-88,1.3,i,i,i,·,22,i,i
O=C(NCc1ccc(F)cc1Cl)C1CCN(S(=O)(=O)N2CCCCC2)CC1,i,-27,25,-0.2,i,i,i,0,0,i,i
CC(=O)Nc1sc(N/N=C\c2cccc(Cl)c2)nc1-c1cccs1,i,-17,-82,0.5,i,i,i,-9,13,i,i
Cc1cccn2c(CNCC3OCCc4ccccc43)c(C(=O)N3CCCCC3)nc12 (stereo unspecified),i,-12,4,-0.2,i,i,i,-1,4,i,i
